NIH3T3 tox – kills NIH 3T3 cells; NIH 3T3 viability, CellTiter-Glo ATP luminescence, 48-72 h; Potency, µM (titrated, usually from 96.7 µM), for inactives: top-dose activity change, negative = cytotoxicity, most hits filed as inhibitors; actives 4.3% (n = 94,000); AID 1345082; note: potency is the fitted concentration of half-maximal effect; nearly all actives have a fitted effect of over 55% in size
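ATP-dependent luminescence (CellTiter-Glo) served as the viability signal for NIH 3T3 cells treated with compound for 48 or 72 hr at 37 °C.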
GPT2 inh – blocks human glutamate pyruvate transaminase 2 | actives 0.25% (n = 100,000) | Recombinant GPT2, coupled pyruvate oxidase/HRP Amplex Red fluorescence | Potency, µM (top dose mostly 57.7 µM), without a hit: at the top dose activity change, negative = inhibition, usual class: inhibitors | Q8TD30 | AID 1671188; note: potency is the fitted concentration of half-maximal effect; nearly all actives have a fitted effect of over 60% in size; many of its hits are not listed in these tables
Target sequence (Q8TD30 whole entry, looked up): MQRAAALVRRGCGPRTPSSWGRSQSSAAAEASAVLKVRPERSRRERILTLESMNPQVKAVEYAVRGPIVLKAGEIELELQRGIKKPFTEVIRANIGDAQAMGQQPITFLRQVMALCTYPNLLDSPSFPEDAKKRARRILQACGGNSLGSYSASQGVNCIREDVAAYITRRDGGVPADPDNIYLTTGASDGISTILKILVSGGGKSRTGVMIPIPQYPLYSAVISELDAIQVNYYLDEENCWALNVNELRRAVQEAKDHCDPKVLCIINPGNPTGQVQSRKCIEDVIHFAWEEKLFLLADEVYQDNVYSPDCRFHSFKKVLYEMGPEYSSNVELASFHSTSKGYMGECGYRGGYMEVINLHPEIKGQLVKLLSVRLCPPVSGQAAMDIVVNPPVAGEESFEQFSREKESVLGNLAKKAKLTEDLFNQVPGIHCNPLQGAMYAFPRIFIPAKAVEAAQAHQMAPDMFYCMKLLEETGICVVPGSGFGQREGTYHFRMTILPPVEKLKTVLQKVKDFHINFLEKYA
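Inhibition is scored from Amplex Red fluorescence generated when pyruvate oxidase and HRP act on pyruvate released by GPT2. Reactions contain 10ng/uL enzyme, 250uM a-KG and 2mM L-alanine and run 30 min at room temperature.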
SNCA expr inhib – reduces expression of the alpha-synuclein gene; HEK-293 SNCA-luciferase knock-in, luminescence, 24 h; Potency, µM (doses to about 57.2 µM), without a hit: at the highest dose activity change, negative = inhibition, usual class: inhibitors; actives 0.17% (n = 140,000); AID 1671194;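 note: potency is the fitted concentration of half-maximal effect; plate controls were DMSO cells for no effect and cell-free wells for full effect; nearly all actives have a fitted effect of over 45% in size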
IP6K1 inhibitor – inhibitors of human IP6K1. Q92551. IP6K1 kinase, ADP-Glo luminescence, 2 h; active compounds read low. activity change, % (series mostly up to about 58 µM). actives 0.81% (n = 140,000). AID 1645851; in the data active = activity change below about -25%
Target sequence (Q92551 whole entry, looked up): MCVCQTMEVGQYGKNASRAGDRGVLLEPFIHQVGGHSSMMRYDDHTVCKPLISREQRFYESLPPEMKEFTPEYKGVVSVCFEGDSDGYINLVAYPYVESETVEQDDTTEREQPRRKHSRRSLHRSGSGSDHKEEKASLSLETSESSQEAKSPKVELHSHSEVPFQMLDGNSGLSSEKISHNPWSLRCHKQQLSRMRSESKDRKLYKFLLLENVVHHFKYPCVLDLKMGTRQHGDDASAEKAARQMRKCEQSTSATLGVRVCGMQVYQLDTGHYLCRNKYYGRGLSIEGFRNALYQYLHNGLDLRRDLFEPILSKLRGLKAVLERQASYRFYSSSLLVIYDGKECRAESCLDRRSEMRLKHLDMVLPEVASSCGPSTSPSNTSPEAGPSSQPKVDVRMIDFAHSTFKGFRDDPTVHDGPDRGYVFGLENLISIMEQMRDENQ
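ADP-Glo luminescence measures ADP made by human IP6K1 during a 2 h RT reaction with ATP/IP6 (mix at 1.3 mM/130 uM); top library doses 57.5 and 19.1 uM final.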
HEK cytotox – kills HEK 293 cells | actives 6.6% (n = 94,000) | Potency, µM (highest dose often 115 µM), for the others: top-dose activity change, negative = cytotoxicity, usual class: inhibitors | HEK 293 viability, ATP luminescence (CellTiter-Glo), 48-72 h; note: potency is the fitted concentration of half-maximal effect; nearly all actives have a fitted effect of over 60% in size
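Cells seeded first (HEK 293, 250 cells/well), then compound added by pintool. Incubation ran 48 or 72 hr at 37 degree Celsius. CellTiter-Glo was added and luminescence imaged after 10 min at room temperature.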
SNCA viab count – cell viability loss counter-screen; HEK-293-SNCA-luc viability, GF-AFC fluorescence, 24 h; Potency, µM (highest dose often 57.1 µM), for the others: at the highest dose activity change, negative = cytotoxicity, usual class: cytotoxic; actives 0.12% (n = 150,000); AID 1671193;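 note: potency is the fitted concentration of half-maximal effect; 0% = DMSO-treated cells and -100% = medium-only wells without cells; nearly all actives have a fitted effect of over 30% in size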
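HEK-293-SNCA-luc cells (1500/well) plated 24 h, then exposed 24 h to a dilution series; GF-AFC added 30 min at 37C, fluorescence 405/540 nm; normalised to medium-only and DMSO wells, Hill fit.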
FLuc inh – inhibitors of firefly (Photinus pyralis) luciferase; P08659; Potency, µM (highest dose often 115 µM), for inactives: top-dose activity change, negative = inhibition, usual class: inhibitors; purified P. pyralis luciferase, luminescence, biochemical; actives 2.5% (n = 76,000); note: potency is the fitted concentration of half-maximal effect; nearly all actives have a fitted effect of over 65% in size
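Inhibitors were tested against purified firefly luciferase in a biochemical, low-substrate format (both substrates at 10uM) and luminescence measured with a CCD imager.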
* hit, by the source's call; i = inactive; u = inconclusive; x = not tested or not shown; [ ] = another dose, or the depositor's remark. Unless noted, calls come from the whole dose curve; as a rule, active = well fitted curve in the direction sought with a large enough effect; inconclusive = small, poorly fitted or top-dose-only effect, or another doubt; inactive = no such curve, though single readings can be large; an effect the other way counts as inactive or inconclusive. Unless noted, % is set by controls: 0 for no effect and ±100 for the full control effect. No enrichment for hits. About 7.7% of those tested had a hit in this group.

SMILES	NIH3T3 tox	GPT2 inh	SNCA expr inhib	IP6K1 inhibitor	HEK cytotox	SNCA viab count	FLuc inh
Cc1ccc(-c2cc(N3CCCN(C(=O)CCc4ccccc4)CC3)n[nH]2)cc1C	u	u	u	-5	u	u	u
O=C1OCC(c2ccccc2)=C1Cc1ccccc1	x	i	x	8	x	-17%	x
COc1ccccc1N1CCN(C(=O)CSc2nc(-c3ccc(C(C)C)cc3)no2)CC1	x	x	-7%	11	x	8%	x
O=C(NCc1csc(-c2cnccn2)n1)C1CNCCO1 (configuration not stated)	i	u	-8%	-4	i	6%	-5%
COc1cccc(-c2cc(-c3nc(C4CCOC4)no3)[nH]n2)c1 (configuration not stated)	-43%	i[11.5 µM]	107%[activator]	-23	u	-4%	-16%
COc1cccc(-n2c(=O)c3sc4ccccc4c3n(CC(=O)Nc3ccccc3C)c2=O)c1	x	x	17%	-2	x	u	x
COCCNC(=O)Cn1ccc2cc(S(=O)(=O)N3CCCCCC3)ccc21	x	x	-23%	36	x	2%	x
O=S(=O)(Cc1ccccc1F)N1CCC(Cc2nc(-c3ccncc3)n[nH]2)C1 (configuration not stated)	u	-3%	-8%	23	u	-9%	x
O=C(O)CCc1cc2n(n1)CCN(C(=O)c1ccccc1-n1cccc1)C2	-23%	u	-8%	3	-26%	-10%	-5%
O=C(NC1CC1)C1(CCO)CC12CCOCC2 (configuration not stated)	1%	i	6%	5	i	12%	5%
O=C1CC(c2ccccc2)N(C(=O)CNC(=O)c2c[nH]c3ccccc23)CCCCCN1 (configuration not stated)	-16%	i	77%[activator]	-5	-17%	-3%	u
N#C/C(=C/c1ccc(Cl)cc1)c1nc(-c2ccc(Br)cc2)cs1	x	x	-12%	-17	x	3%	x
CCCN(CC1CCOC1)C(=O)NC1CCCC1 (configuration not stated)	-13%	i	2%	10	-4%	-3%	-9%
CCN(CC)c1ncnc2c1ncn2[C@@H]1O[C@H](COP(=O)(O)OP(=O)(O)C(Br)(Br)P(=O)(O)O)[C@@H](O)[C@H]1O	x	u	15%	x	x	3%	x
COc1ccc(C(=O)N2CCN(c3nc4c(C)c(Cl)ccc4s3)CC2)c(OC)c1	x	x	u	23	x	2%	x

One compound at a time (already shown). Screens in order: NIH3T3 tox	GPT2 inh	SNCA expr inhib	IP6K1 inhibitor	HEK cytotox	SNCA viab count	FLuc inh
`O=S(=O)(Cc1ccccc1F)N1CCC(Cc2nc(-c3ccncc3)n[nH]2)C1` (configuration not stated) is listed with u	-3%	-8%	23	u	-9%	x
`COc1ccc(C(=O)N2CCN(c3nc4c(C)c(Cl)ccc4s3)CC2)c(OC)c1` is listed with x	x	u	23	x	2%	x
`COc1cccc(-c2cc(-c3nc(C4CCOC4)no3)[nH]n2)c1` (configuration not stated) is listed with -43%	i[11.5 µM]	107%[activator]	-23	u	-4%	-16%
`O=C(NCc1csc(-c2cnccn2)n1)C1CNCCO1` (configuration not stated) is listed with i	u	-8%	-4	i	6%	-5%

The results go on:
SMILES	NIH3T3 tox	GPT2 inh	SNCA expr inhib	IP6K1 inhibitor	HEK cytotox	SNCA viab count	FLuc inh
COCCN1Cc2cccc(C(=O)Nc3ccc(C)cc3C)c2C1=O	x	x	3%	-22	x	-1%	x
O=C(NCCc1ccccn1)C1CCc2sc(C(=O)N3CCCCC3)cc2C1 (configuration not stated)	-23%	1%	-14%	25	-14%	5%	4%
CC1CCc2nc3ncn(Cc4ccc(Cl)cc4)c(=O)c3cc2C1 (configuration not stated)	x	x	153%[activator]	-15	x	-13%	x
CCC(O)c1nc2ccccc2n1Cc1cc(C)ccc1C (configuration not stated)	x	x	-20%	7	x	-9%	x
COc1ccc(N2CCN(C(=O)c3ccc(-c4nc(COc5ccccc5)c(C)o4)cc3)CC2)cc1	x	x	9%	-13	x	4%	x
O=C(CN1CC2CC(C1)[C@H]1CCCC(=O)N1C2)NCc1cc(F)cc(F)c1 (some centres not stated)	-5%	i	-6%	18	-8%	1%	0%
N#Cc1cccc(CN2Cc3[nH]cnc3C[C@H]2C(=O)NCc2ccco2)c1	u	-24%[88.5 µM]	-14%[87.6 µM]	18	-25%[172 µM]	-13%[87.6 µM]	2%[172 µM]
Cc1ccc(C)c(CN2C(=O)C(O)(c3c[nH]c4ccccc34)c3ccccc32)c1 (configuration not stated)	x	x	u	-20	x	-19%	x
COC(=O)CNC(=O)c1nc(-c2cccnc2)c2ccccn12	-8%[138 µM]	i	4%[87.6 µM]	11	-7%[172 µM]	9%[87.6 µM]	-6%[172 µM]
O=C(Nc1ccccc1)N1CCc2nc(-c3ccccc3)nc(-c3ccc(Cl)cc3)c2C1	-24%	i	-16%	18	-25%	-16%	5%
CN(CC1CCOC1)C(=O)Nc1ccc(C(F)(F)F)cc1 (configuration not stated)	i	-9%	52%[activator]	12	-13%	6%	-14%
Cc1ccc(O)c(NC(=O)C2=CC(c3cccs3)=NS(=O)(=O)N2C)c1	x	x	-3%	-16	x	-22%	x
O=C(CN1C(=O)NC2(CCCCC2)C1=O)N1CCN(c2ccc(F)cc2)CC1	-8%	i	6%	5	3%	-1%	9%
O=C(C1CCC(Cn2c(=O)c3sccc3n(Cc3cccc(F)c3)c2=O)CC1)N1CCOCC1 (configuration not stated)	x	x	-1%	-6	x	5%	x
O=C(c1cc2cc(F)ccc2[nH]1)N1CCC(CO)(CCCc2ccccc2)CC1	u	-10%	1%	6	u	0%	-9%

Quoted at random: 2 entries already listed
SMILES	NIH3T3 tox	GPT2 inh	SNCA expr inhib	IP6K1 inhibitor	HEK cytotox	SNCA viab count	FLuc inh
O=C(c1cc2cc(F)ccc2[nH]1)N1CCC(CO)(CCCc2ccccc2)CC1	u	-10%	1%	6	u	0%	-9%
O=C(CN1CC2CC(C1)[C@H]1CCCC(=O)N1C2)NCc1cc(F)cc(F)c1 (some centres not stated)	-5%	i	-6%	18	-8%	1%	0%

(next part)
SMILES	NIH3T3 tox	GPT2 inh	SNCA expr inhib	IP6K1 inhibitor	HEK cytotox	SNCA viab count	FLuc inh
Cc1ccc(NC(=O)N2CCC(N3CC4CC(C3)[C@H]3CCCC(=O)N3C4)CC2)cc1F (some centres not stated)	-12%	-2%	-11%	2	-4%	8%	-14%
COCc1cc(=O)n(CC(=O)Nc2ccc(C)c(C)c2)c(N2CCOCC2)n1	-16%	-12%	0%	11	4%	8%	-1%
Cc1ccc(Cl)cc1N1CCN(C(=O)Cn2ncc3c4ccccc4n(C)c3c2=O)CC1	x	x	9%	-8	x	-3%	x
O=C1CCN(S(=O)(=O)c2ccccc2)CCCN(C(=O)c2cccc3[nH]ccc23)CCN1	-11%	i	5%	6	2%	3%	-10%
CCCOc1ccc(-c2nn(-c3ccccc3)cc2C2NC(=O)NC(C)=C2C(=O)OC)cc1 (configuration not stated)	x	x	u	13	x	-15%	x
O=C(NCCn1ccn2nc(-c3ccc(F)cc3)cc2c1=O)c1ccco1	u	u	44%[activator]	5	u	-6%	u
CCSC1=NC2(CCN(C(=O)NC3CCCCC3)CC2)N=C1c1ccc(Cl)cc1	x	x	44%[activator]	24	x	-5%	x
O=C1N(Cc2cccc(F)c2F)CCCC1(O)CN1CCCCC1 (configuration not stated)	3%	0%	1%	1	-10%	4%	9%
COc1cccc(-c2ccc3ncn(-c4ccc(F)cc4F)c(=O)c3n2)c1	50µM*	-12%[88.5 µM]	14%[87.6 µM]	4	u	-16%[87.6 µM]	u
CCOC(=O)C1CCCN(c2nc3c(S(=O)(=O)c4ccc(C)c(C)c4)nnn3c3ccc(Cl)cc23)C1 (configuration not stated)	x	x	21%	7	x	5%	x
Cc1cc(N2CCC(C)CC2)nc2ccc(NC(=O)Cc3c(F)cccc3Cl)cc12	x	x	-8%	13	x	4%	x
CC(C)N1C(=O)CO[C@H]2CCN(Cc3ccccc3)CC[C@@H]21	u	-18%[88.5 µM]	-4%[87.6 µM]	-5	u	3%[87.6 µM]	-6%[172 µM]
CCN(Cc1ccccc1)S(=O)(=O)c1ccc(F)c(C(=O)Nc2cc(C(F)(F)F)ccc2Cl)c1	x	x	-24%	30	x	9%	x
COc1ccc(-c2ccc(C(=O)N3CCC(C#N)CC3)cc2)nn1	-25%[138 µM]	x	x	8	u	x	x
Cc1noc(CN2C[C@H](NC(=O)CNS(C)(=O)=O)[C@@H](C3CC3)C2)n1	i	-3%	-5%	1	-1%	-3%	-1%
Nc1ccc(/C=C/C(=O)NCc2cc3cc(-c4ccc(C(=O)N5CCC(F)(F)CC5)cc4)cc(-c4ccc(F)cc4)c3o2)cn1	x	4%	x	-18	x	-10%	x
O=C(NCc1cccs1)C1CCCN1c1nccc(Nc2ccccc2F)n1 (configuration not stated)	u	-4%	2%	-2	u	-8%[12.5 µM]	x
O=c1n(-c2ccc(F)cc2F)nc2n1CCN(Cc1cccs1)C2	-29%	i	41%[activator]	3	u	-3%	-8%
COc1cc(NC(=O)Cn2c(-c3ccccc3)nc(C)c(CCO)c2=O)cc(OC)c1OC	u	-2%	24%	-16	u	-27%	6%
COc1ccccc1C(=O)NC1=NC(c2ccc(Br)cc2)CC(=O)N1 (configuration not stated)	x	x	60%[activator]	7	x	-12%	x
C[C@]1(CO)C2CC[C@@H](O)[C@@H](CC(=O)NCc3cccs3)[C@]2(C)CC[C@H]1OC(=O)Nc1cccc(F)c1 (some centres not stated)	u	i	-10%	-10	u	-24%	-5%

Sorted by molecular weight (largest number first): part of the list above
SMILES	NIH3T3 tox	GPT2 inh	SNCA expr inhib	IP6K1 inhibitor	HEK cytotox	SNCA viab count	FLuc inh
CCN(Cc1ccccc1)S(=O)(=O)c1ccc(F)c(C(=O)Nc2cc(C(F)(F)F)ccc2Cl)c1	x	x	-24%	30	x	9%	x
O=C(Nc1ccccc1)N1CCc2nc(-c3ccccc3)nc(-c3ccc(Cl)cc3)c2C1	-24%	i	-16%	18	-25%	-16%	5%
Cc1ccc(-c2cc(N3CCCN(C(=O)CCc4ccccc4)CC3)n[nH]2)cc1C	u	u	u	-5	u	u	u
O=C(CN1C(=O)NC2(CCCCC2)C1=O)N1CCN(c2ccc(F)cc2)CC1	-8%	i	6%	5	3%	-1%	9%
COCc1cc(=O)n(CC(=O)Nc2ccc(C)c(C)c2)c(N2CCOCC2)n1	-16%	-12%	0%	11	4%	8%	-1%

Assay outcomes as filed in PubChem.
